KCNQ1 act: human KCNQ1 channel potentiation or activation. P51787. CHO-K1 KCNQ1, thallium flux FluxOR fluorescence; active compounds read high. B-score at 10 µM. 310,000 tested, 0.35% active. AID 2648;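 active means fluorescence ratio B-score, a plate-corrected score, at least three library SD, with initial intensity B-score within 5 SD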
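Assay system: stable KCNQ1 CHO-K1 line; medium: assay buffer, equal DMSO in all wells; timing: 90 min dye loading and 20 min compound exposure, both at room temperature; technique: kinetic FluxOR thallium fluorescence, 10-s 1-Hz baseline, 110-s post-stimulus read; read-out basis: B score of baseline-normalized fluorescence ratio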
KCNK9 inh: human KCNK9 channel inhibition | 310,000 tested, 1.2% active | HEK293 KCNK9, FluxOR thallium flux fluorescence; active compounds read low | Q9NPC2 | AID 488922 | B-score at 10 µM;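 active means ratio B-score over 3 SD below the library mean, with starting fluorescence within 5 SD of its mean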;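 further: negative B-score means less thallium flux so channel inhibition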
TMEM16A inh: blocks the mouse calcium-activated chloride channel TMEM16A | Q8BHY3 | HEK293 TMEM16A/YFP iodide influx fluorescence, ionomycin | normalized B-score (activity score, 25-100; higher = stronger inhibition) at 10 µM | 310,000 tested, 1.2% active | AID 588511;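 active means ratio plate-corrected score three or more library SD toward inhibition, starting fluorescence score within five deviations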;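 further: score derived from kinetic fluorescence span divided by baseline fluorescence per well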
TMEM16A act: activators or potentiators of mouse TMEM16A chloride channel. HEK293 TMEM16A/YFP-H148Q/I152L, iodide quench fluorescence; active compounds read low. B-score at 10 µM. 340,000 tested, 0.3% active. AID 623877;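 active means fluorescence-ratio B-score plate-corrected deviation score at least 3 library SD below zero, with starting fluorescence score within 5 deviations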;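 further: channel opened by trigger with iodide after compound preincubation; score built on the fluorescence ratio of max minus min over baseline; more negative score means more quench and so TMEM16A activation or potentiation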
hERG protect: compounds protecting human hERG from proarrhythmic drug block; Q12809; CHO-hERG, FluxOR thallium flux, dofetilide IC70 present; activation (rescue from dofetilide block), less the hit threshold, % at 10 µM; 310,000 tested, 0.51% active;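 active means activation above the mean of controls blocked by dofetilide plus 5 SD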;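 further: thallium influx through hERG after potassium depolarization seen as dye fluorescence rise; in these data hits start at about 4.7%; inactives centre near -7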
KCNQ1 block: human KCNQ1 channel inhibition; P51787; CHO-K1 KCNQ1, FluxOR thallium flux fluorescence; active compounds read high; B-score at 10 µM; 310,000 tested, 1.3% active;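 active means compounds whose thallium flux B-score, printed positive for inhibition, exceeds three library SD while starting fluorescence stays within three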;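 further: channel opened by potassium depolarization with thallium stimulus after 20 min compound exposure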
KCNK3 block: human KCNK3 channel inhibition, primary screen | CHO-KCNK3 thallium flux, FluxOR fluorescence; active compounds read low | B-score at 10 µM | 340,000 tested, 0.84% active;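 active means B-score under library mean minus 4 SD, starting fluorescence ratio at most library mean plus 5 SD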;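 further: more negative B-score means stronger inhibition of thallium flux through KCNK3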
Target sequence (O14649 whole entry, looked up): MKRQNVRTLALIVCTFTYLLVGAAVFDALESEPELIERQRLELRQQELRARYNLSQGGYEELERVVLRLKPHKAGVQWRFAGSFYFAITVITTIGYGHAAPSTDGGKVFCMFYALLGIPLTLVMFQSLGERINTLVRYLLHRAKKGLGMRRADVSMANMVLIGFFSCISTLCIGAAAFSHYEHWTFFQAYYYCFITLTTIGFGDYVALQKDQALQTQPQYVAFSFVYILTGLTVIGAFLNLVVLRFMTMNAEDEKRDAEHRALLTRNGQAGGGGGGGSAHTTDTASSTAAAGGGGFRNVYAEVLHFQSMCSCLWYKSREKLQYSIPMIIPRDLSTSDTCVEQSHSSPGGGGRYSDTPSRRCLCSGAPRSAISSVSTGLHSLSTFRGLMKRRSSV
MrgX1 agonist: activates human MrgX1 receptor signaling | Q96LB2 | MrgX1-HEK293 cells, Fluo-4 calcium fluorescence, agonist mode; active compounds read high | B-score at 10 µM | 310,000 tested, 0.44% active | AID 588627;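 active means calcium response B-score plate-corrected fluorescence ratio at least 3 library SD, with starting fluorescence B-score inside 5 SD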
Target sequence (Q96LB2 whole entry, looked up): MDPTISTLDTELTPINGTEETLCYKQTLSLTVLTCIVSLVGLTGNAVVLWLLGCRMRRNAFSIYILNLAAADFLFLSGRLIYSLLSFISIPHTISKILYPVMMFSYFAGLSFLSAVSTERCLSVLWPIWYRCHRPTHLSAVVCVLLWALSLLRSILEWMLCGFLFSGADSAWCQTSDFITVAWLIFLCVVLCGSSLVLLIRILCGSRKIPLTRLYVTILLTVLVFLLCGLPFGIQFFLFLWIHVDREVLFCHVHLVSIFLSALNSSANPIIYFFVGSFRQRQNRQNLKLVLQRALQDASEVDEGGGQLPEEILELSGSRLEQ
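Material: MrgX1-expressing HEK293 cells; input: 15,000 cells per well; doses: test compound given as first of three sequential additions; schedule: overnight plating before 1 h dye loading; technique: Fluo-4 NW calcium-flux fluorescence, kinetic read; evaluation: baseline-normalised fluorescence change ratio, B-scored; control set: plate-wise positive and negative controls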
RGS4 block: human RGS4 inhibition; P49798; HEK293 M3R/RGS4 inducible, Fluo-4 calcium flux; active compounds read high; triggered by carbachol at its EC20; B-score at 10 µM; 310,000 tested, 0.45% active;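 active means B-score, a plate-corrected calcium signal, over three deviations above library mean, with baseline fluorescence within five deviations of library mean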;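 further: RGS4 expression induced by doxycycline in cells with stable M3 receptor; B-score is computed from the integrated fluorescence ratio over baseline after carbachol; higher B-score means a larger calcium signal and so more RGS4 inhibition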
Target sequence (P49798 whole entry, looked up): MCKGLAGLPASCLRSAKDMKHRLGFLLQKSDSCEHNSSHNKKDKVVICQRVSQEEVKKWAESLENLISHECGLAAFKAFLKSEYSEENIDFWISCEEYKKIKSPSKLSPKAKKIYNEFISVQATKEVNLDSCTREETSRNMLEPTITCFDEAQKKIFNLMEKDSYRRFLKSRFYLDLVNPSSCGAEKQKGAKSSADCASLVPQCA
MrgX1 PAM: human MrgX1 positive allosteric modulation, primary screen; Q96LB2; MrgX1-HEK293, Fluo-4 calcium flux, FDSS; active compounds read high; B-score at 10 µM; 310,000 tested, 0.63% active;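 active means plate-corrected calcium response at least 3 library SD above typical, normal starting fluorescence, not activating the receptor alone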;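 further: compound read alongside a low EC10 to EC30 dose of BAM8-22 agonist; peak minus trough fluorescence over baseline measured at the second addition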
RGS4 act: RGS4 potentiation or activation; HEK293 M3R/inducible RGS4, carbachol calcium flux Fluo4; active compounds read low; B-score at 10 µM; 310,000 tested, 0.92% active; AID 463111;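 active means B-score of the integrated calcium signal more than 4 SD below the library mean, with starting fluorescence not abnormally high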;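 further: negative B-score means reduced calcium response which marks RGS4 activation or potentiation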
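Test system: HEK293 cells with stable M3R and inducible RGS4; also added: carbachol at ECmax as muscarinic agonist stimulus; schedule: dye loading 30 min 37 °C, buffer rest 30 min RT; technique: kinetic calcium fluorescence imaging with Fluo4-AM dye, 2 µM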
Starred values were filed as active, the others as inactive; i = inactive; . = no result given.

mol	KCNQ1 act	KCNK9 inh	TMEM16A inh	TMEM16A act	hERG protect	KCNQ1 block	KCNK3 block	MrgX1 agonist	RGS4 block	MrgX1 PAM	RGS4 act
Cc1ccc(CSC2=NCCN2C(=O)c2ccc([N+](=O)[O-])cc2)cc1	i	i	i	i	-18	i	i	i	i	i	i
S=C(NCc1ccc2c(c1)OCO2)Nc1ccc(-c2nc3ccccc3[nH]2)cc1	i	i	i	i	-8	i	i	i	i	i	i
O=C(CSc1nnc(-c2ccc(O)cc2)o1)Nc1ccc2c(c1)OCCO2	i	i	i	i	-9	i	i	i	i	i	i
COc1ccc(/C=C/C(=O)NC2CC3CCC2C3)cc1 (centres undefined)	i	i	i	i	-9	i	i	i	i	i	i
CC(C)CNC(=O)c1cccc(NC(=O)C(C)Oc2ccccc2)c1 (centres undefined)	i	i	i	i	-9	i	i	i	i	i	i
O=C(CN1C(=O)c2ccccc2C1=O)Nc1ccc(Cl)cn1	i	i	i	i	-6	i	i	i	i	i	i
Cc1ccc(-n2c(-c3ccco3)nc3c(cnn3-c3ccccc3C)c2=O)cc1	i	i	i	i	-6	i	i	i	i	i	i
COc1cccc(/C=C2\NC(=O)NC2=O)c1O	i	i	i	i	-13	i	i	i	i	i	i
CCOC(=O)N1CCC(N2C(=O)c3ccc(C(=O)Nc4ccc(F)cc4F)cc3C2=O)CC1	i	i	i	i	-14	i	i	i	i	i	i
CN1CCNC(=O)C1CC(=O)NCC1(c2ccccc2)CCCCC1 (centres undefined)	i	i	i	i	-10	i	i	i	i	i	i
CCOC(=O)c1cc(=O)n2c(nc3ccccc32)[nH]1	i	i	i	i	-12	i	i	i	i	i	i
O=C(N/N=C/c1ccncc1)c1ccc(NS(=O)(=O)c2cccs2)cc1	i	i	i	i	-6	i	i	i	i	9.6*	i
Cc1ccc(CNS(=O)(=O)c2c(C)[nH]c(C)c2C(=O)N2CCCCC2)o1	i	i	i	i	-11	i	i	i	i	i	i
CCOc1ccc2nc(NC(=O)CSc3nnc(-c4ccncc4)n3CC3CCCO3)sc2c1 (centres undefined)	i	i	i	i	-13	i	i	i	i	i	i
C=CCN(CC=C)C(=O)c1ccncc1	i	i	i	i	-7	i	i	i	i	i	i
COCC1CCN(C(=O)c2cc(COc3cncc(Cl)c3)on2)C1 (centres undefined)	i	i	i	i	-3	i	i	i	i	i	i
CC(=O)c1ccc(NC(=O)C(C)N(C)CC(=O)Nc2ccc(Cl)cc2)cc1 (centres undefined)	i	i	i	i	-3	i	i	i	i	i	i
CCCCNC(=O)c1cc(C)no1	i	i	i	i	-6	i	i	i	i	i	i
CCOc1nc(-c2ccccc2Cl)ccc1C#N	i	i	i	i	-10	i	i	i	i	i	i
O=C(Cn1[nH]c(=O)c2ccccc2c1=O)OCC(=O)c1ccc(Br)cc1	i	i	i	i	-10	i	i	i	i	i	i
Cc1ccccc1CN1CCN(CC2CC3C=CC2C3)CC1 (centres undefined)	i	i	i	i	-9	i	i	i	i	i	i
CC1(C)CC(=O)C2=C(C1)Oc1nc3ccccc3cc1C2C(C#N)C#N (centres undefined)	i	i	i	i	-3	i	i	i	i	i	i
CN(Cc1cnccn1)C(=O)CC1C(=O)NCCN1Cc1cccc(F)c1 (centres undefined)	i	i	i	i	-11	i	i	i	i	i	i
O=C(NC1CCCCC1)C(c1ccccc1)N(C(=O)c1csnn1)C1CC1 (centres undefined)	i	i	i	i	-4	i	i	i	i	i	i
Cc1cc(C)n2nc(CCc3ccccc3)nc2n1	i	i	i	i	-11	i	i	i	i	i	i
CCOC(=O)CNC(=O)CSc1nnc(-c2c[nH]c3ccccc23)n1CC	i	i	i	i	-12	i	i	i	i	i	i
O=C(COC(=O)CC12CC3CC(CC(C3)C1)C2)Nc1ncc(Cl)cc1Cl	i	i	i	i	-9	i	i	i	i	i	i
Cc1ccccc1S(=O)(=O)NNC(=O)C(=O)NNc1ccccn1	i	i	i	i	-2	i	i	i	i	i	i
Cc1onc(-c2ccccc2)c1C(=O)N1CCN(c2ncccn2)CC1	i	i	i	i	-18	i	i	i	i	i	i
O=[N+]([O-])c1ccc2nc(NCCCO)nc(-c3ccccc3)c2c1	i	i	i	i	-8	i	i	i	i	i	i
COc1ccc(S(=O)(=O)N2CCCC2)cc1C(=O)O	i	i	i	i	-7	i	i	i	i	i	i
O=C(CSc1nc2c(c(=O)n1-c1ccc(Br)cc1)SCC2)Nc1nccs1	i	i	i	i	-9	i	i	i	i	i	i
CCOC(=O)CC1C(=O)NCCN1C(=O)c1ccc(Cl)c(Cl)c1 (centres undefined)	i	i	i	i	0	i	i	i	i	i	i
NC(=O)c1nnn(-c2ccc([N+](=O)[O-])cc2)c1-c1ccccc1	i	i	i	i	-7	i	i	i	i	i	i
CC(C)c1ccc(CNC(=O)C(=O)Nc2nccs2)cc1	i	i	i	i	-8	i	i	i	i	i	i
COc1ccc(N2CCN(CCCNC(=O)CC3Oc4ccc(C)cc4NC3=O)CC2)cc1 (centres undefined)	i	i	i	i	-5	i	i	i	i	i	i
COc1cccc(/C=C/C(=O)NNC(=O)CCN2CCN(Cc3ccccc3)CC2)c1	i	i	i	i	-9	i	i	i	i	i	i
Fc1ccc(NC(=S)Nc2ccc3nccnc3c2)cc1	i	i	i	i	-19	i	i	i	i	i	i
CCOC(=O)C1CCCN(C2CCN(Cc3nc(-c4ccccc4)no3)CC2)C1 (centres undefined)	i	i	i	i	-10	i	i	i	i	i	i
Cc1ccc(NC(=O)Nn2cnnc2)c(C)c1	i	i	i	i	-9	i	i	i	i	i	i
CCOC(=O)c1cc(C)n(-c2ccccc2)c1C	i	i	i	i	-8	i	i	i	i	i	i
Cc1ccn2c(C(=O)NN=C3CCN(C)CC3)c(C)nc2c1	i	i	i	i	-3	i	i	i	i	i	i
CCOC(=O)c1ccc(Nc2ncnc3nc[nH]c23)cc1	i	i	i	i	-4	i	i	i	i	i	i
Cc1ccc(C(=O)N/N=C\c2cc(Br)c(Br)o2)cn1	i	i	i	i	-5	i	i	i	i	i	i
Cc1ccc(C(C)NC(=O)C2CCCC2)c(C)c1 (centres undefined)	i	i	i	i	-9	i	i	i	i	i	i
CC1CCCCN1C(=O)COC(=O)c1ccc(=O)n(Cc2ccccc2)n1 (centres undefined)	i	i	i	i	-14	i	i	i	i	i	i
CCOC(=O)N1CCC(NC(=O)CCN2C(=O)C3C4C=CC(C4)C3C2=O)CC1 (centres undefined)	.	.	i	i	.	.	i	i	.	i	.
O=C(Cc1ccc(-c2ccccc2)cc1)NNC(=S)NCc1ccco1	i	i	i	i	-8	i	i	i	i	i	i
c1ccc(CC2CCN(C3=Nc4cccc5cccc3c45)CC2)cc1	i	-9*	i	i	-35	13*	i	i	i	i	-9.1*
COc1ccc2c(c1)cc(C(=O)N/N=C/c1c(O)c(C(=O)O)cc3ccccc13)n2C	i	i	i	i	-13	i	i	i	i	i	i
O=C(NCCCNC(=O)c1ccc(-c2cc(Cl)ccc2Cl)o1)c1cnccn1	i	i	i	i	-7	i	i	i	i	18*	i
O=C(Nc1nc2ccc(F)cc2s1)Oc1ccccc1	i	i	i	i	-2	i	i	i	i	i	i
NC(=S)Nc1ccc(Cl)cc1Cl	i	i	i	i	-5	i	i	i	i	i	i
CC(C)(C)NC(=O)NC(=O)COC(=O)CNC(=O)c1cc(Cl)cc([N+](=O)[O-])c1	i	i	i	i	-21	i	i	i	i	i	i
O=C(N/N=C/c1cc2c(cc1[N+](=O)[O-])OCO2)c1cccnc1	i	i	i	i	-14	i	i	i	i	i	i
COc1ccnc2c1c(=O)n(Cc1ccc(F)cc1)c(=O)n2C	i	i	i	i	-4	i	i	i	i	i	i
O=C(Nc1cc(C(F)(F)F)ccc1Cl)c1cccnc1	i	i	i	i	-6	i	i	i	i	i	i
Cc1ccc(C)n1-c1ccc(C(=O)N2CCOCC2)cc1	i	i	i	i	-5	i	i	i	i	i	i
CCCCN(C(=O)c1cccc(S(=O)(=O)N2CCN(Cc3ccccc3)CC2)c1)c1ccccc1	i	i	i	i	-5	i	i	i	i	i	i
Cc1c(C(=O)Nc2ccc(OC(F)(F)F)cc2)sc2nc3n(c(=O)c12)CCC3	i	i	i	i	-9	i	i	i	i	i	i

(listing goes on)
mol	KCNQ1 act	KCNK9 inh	TMEM16A inh	TMEM16A act	hERG protect	KCNQ1 block	KCNK3 block	MrgX1 agonist	RGS4 block	MrgX1 PAM	RGS4 act
CN(C)c1ccc(CNn2cnnc2SCc2ccccc2F)cc1	i	i	i	i	-9	i	i	i	i	i	i
Cc1ccc(NC(=O)COc2ccc(CCO)cc2-n2nc3ccccc3n2)cc1C	i	i	i	i	-14	i	i	i	i	i	i
Cc1ccc(CNS(=O)(=O)NCc2cccs2)cc1	i	i	i	i	-3	i	i	i	i	i	i
O=C(CCN1CCCCO1)N1CCCC(Nc2ccc(F)c(F)c2)C1 (centres undefined)	i	i	i	i	-11	i	i	i	i	i	i
O=C1C=CC(=O)N1	.	.	i	i	.	.	i	i	.	i	.
COc1ccc(-c2cc(C(=O)OCc3ccccn3)c3ccccc3n2)cc1	i	i	i	i	-3	i	i	i	i	i	i
CCCCCC(=O)Nc1cccc(C2=NOC3(C2)C[C@@H](C(N)=O)N(C(=O)c2ccc(OC)cc2)C3)c1 (some centres undefined)	i	i	i	i	-13	i	i	i	i	i	i
COc1ccc(Cn2c(C)c(C)c(C#N)c2NC(=O)Nc2ccc(F)cc2)cc1	i	i	i	i	1	i	i	i	i	i	i
Cc1ccc(-c2ccc(=O)n(CC(=O)NCC3COCCO3)n2)cc1 (centres undefined)	i	i	i	i	-3	i	i	i	i	i	i
